EP2 modulator – EP2 receptor modulators, cAMP readout, primary screen, cell-based, HTRF cAMP, PGE2 stimulation; Prostaglandin E2 receptor EP2 subtype (Homo sapiens), P43116; EP2-expressing cells, cAMP HTRF FRET, PGE2 co-stimulation; induction, % at 25 µM; 260,000 tested, 0.83% active;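 active = compounds whose cAMP rise, as percent of the full-agonist control response, exceeds 60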;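 also: rat C6 glioma line stably carrying human EP2 under a CMV promoter; the protocol text gives 20 µM as final concentration; 100% = response of wells given 1 µM PGE2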
NPY Y1 blocker – NPY-Y1 receptor antagonists, primary screen, cell-based. Neuropeptide Y receptor type 1 (Homo sapiens), P25929. HEK293-CNG Y1 cells, membrane potential fluorescence; NPY at EC95, then isoproterenol. inhibition, % at 3.6 µM. 200,000 tested, 1% active. AID 1040, 2008;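 active = inhibition above the campaign mean inhibition of all tested compounds plus 3 SD, cut at about 20% in these data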;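 also: 0% = DMSO wells given NPY plus isoproterenol and 100% = isoproterenol alone without NPY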
Target sequence (P25929 whole entry, looked up): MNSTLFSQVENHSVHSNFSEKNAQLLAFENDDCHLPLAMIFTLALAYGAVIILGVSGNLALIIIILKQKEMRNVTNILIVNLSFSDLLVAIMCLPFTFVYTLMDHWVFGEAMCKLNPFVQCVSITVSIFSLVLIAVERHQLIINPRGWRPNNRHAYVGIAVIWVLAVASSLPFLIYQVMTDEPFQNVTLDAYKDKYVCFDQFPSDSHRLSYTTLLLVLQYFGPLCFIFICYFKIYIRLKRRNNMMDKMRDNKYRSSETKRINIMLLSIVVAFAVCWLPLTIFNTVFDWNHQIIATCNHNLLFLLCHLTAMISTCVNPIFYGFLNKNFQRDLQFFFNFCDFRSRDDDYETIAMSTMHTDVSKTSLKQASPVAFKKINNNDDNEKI
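Assay system: HEK293 Y1/CNG channel cell line; Doses: single compound dose of 3.6 µM, 0.4% DMSO; Timing: dye 3 h, compound 60 min room temperature, stimulation 45 min; Technique: Membrane-potential fluorescent dye readout; Measure: % inhibition of NPY effect.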
EP2 antag – human EP2 receptor antagonists, primary screen, TR-FRET cAMP, C6 glioma cells; 260,000 tested, 0.52% active; inhibition, % at 25 µM; AID 1422, 2008; C6 glioma cells expressing human EP2; cells stimulated with saturating PGE2;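 active = percent inhibition above 40 after rounding to a whole number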;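 also: rat C6 glioma host cells with rolipram phosphodiesterase inhibitor present; the protocol text gives 20 µM as final concentration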
p97 ATPase inh – inhibitors of human p97 ATPase, primary screen, biochemical | recombinant p97 ATPase, Kinase-Glo ATP luminescence, 3 h | inhibition, % at 8 µM | 220,000 tested, 0.42% active; in the data active = inhibition above about 15%;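 also: 0% = DMSO vehicle and 100% = wells lacking enzyme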
eIF4E 4G PPI – eIF4E–eIF4G protein interaction inhibitors, primary screen, biochemical, uHTS, TR-FRET, eIF4GI fragment. TR-FRET eIF4E-eIF4GI(517-606) binding, 2 h. inhibition, % at 21.7 µM. AID 782, 2007. Eukaryotic translation initiation factor 4E (Mus musculus) + Eukaryotic translation …. 220,000 tested, 0.37% active;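 active = inhibition above about 30%, limit read from the data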;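 also: 0% = full FRET control wells and 100% = background wells lacking eIF4GI fragment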
NPY1 pot ag – NPY-Y1 receptor potentiators or agonists, primary screen, cell-based; Neuropeptide Y receptor type 1 (Homo sapiens), P25929; AID 1304, 2008; activation, % at 3.6 µM; NPY-Y1 expressing cells, potentiator/agonist activation; 220,000 tested, 0.37% active; in the data active = activation above about 33%, passing the limit was not always enough;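 also: cells stimulated with NPY at EC10 then isoproterenol at EC100; 0% = low agonist plus stimulus and 100% = saturating agonist plus stimulus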
S1P4 antagonist – S1P4 receptor antagonists, primary screen, cell-based | Sphingosine 1-phosphate receptor 4 (Homo sapiens), O95977 | 220,000 tested, 0.26% active | S1P4-expressing cells, antagonist mode, reporter read-out | inhibition, % at 4.98 µM; in the data active = inhibition above about 29%;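 also: 0% = wells stimulated with agonist and 100% = vehicle wells without agonist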
Target sequence (O95977 whole entry, looked up): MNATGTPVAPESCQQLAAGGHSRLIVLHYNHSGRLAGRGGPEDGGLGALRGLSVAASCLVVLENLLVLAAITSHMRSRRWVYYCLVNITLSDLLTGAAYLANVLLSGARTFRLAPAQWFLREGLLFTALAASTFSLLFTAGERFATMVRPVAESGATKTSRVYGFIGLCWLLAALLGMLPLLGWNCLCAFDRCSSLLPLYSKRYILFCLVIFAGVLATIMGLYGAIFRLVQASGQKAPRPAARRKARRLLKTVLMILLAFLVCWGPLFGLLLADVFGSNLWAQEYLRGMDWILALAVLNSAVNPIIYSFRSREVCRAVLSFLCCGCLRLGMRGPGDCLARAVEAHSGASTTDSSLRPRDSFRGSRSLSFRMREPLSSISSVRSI
S1P4 ag – S1P4 receptor agonists, primary screen, cell-based; Sphingosine 1-phosphate receptor 4 (Homo sapiens), O95977; S1P4-expressing cell line, agonist reporter assay; activation, % at 4.98 µM; 220,000 tested, 0.35% active; AID 1509, 2009; in the data active = activation above about 11%;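 also: 0% = DMSO vehicle and 100% = reference agonist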
NPY-Y2 PAM-ag – NPY-Y2 potentiators or agonists, primary screen, cell-based; Neuropeptide Y receptor type 2 (Homo sapiens), P49146; cells expressing NPY-Y2, potentiator/agonist read-out; activation, % at 3.6 µM; 220,000 tested, 0.45% active; in the data active = activation above about 27%;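 also: cells stimulated with NPY near EC25 plus isoproterenol at EC100; 0% = vehicle plus submaximal agonist and 100% = vehicle plus saturating agonist; some results beyond the cut were filed as inactive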
Numbers without * were called inactive; nt = no result given; & = joins results of further samples; [ ] = another dose, or the depositor's remark. An excerpt; rates above refer to the full screens.

Preview, 7 compounds:
| item | Molecule | EP2 modulator | NPY Y1 blocker | EP2 antag | p97 ATPase inh | eIF4E 4G PPI |
| --- | --- | --- | --- | --- | --- | --- |
| 1 | COc1cccc(Cn2c(NCC(C)C)nc3c2c(=O)n(C)c(=O)n3C)c1 | 27 | 4 | 6 | -7 | 6 |
| 2 | CN(C)S(=O)(=O)c1cccc(NC(=O)CN2C(=O)NC(Cc3c[nH]c4ccccc34)C2=O)c1 (stereo not given) | 9 | -3 | 5 | 0 | 0 |
| 3 | Cc1ccc(S(=O)(=O)NNC2CC(=O)N(c3ccc(Br)cc3)C2=O)cc1 (stereo not given) | 6 | 1 | 1 | 0 | 0 |
| 4 | CCOC(=O)c1cnc2ccc(C)cc2c1Sc1ccc(F)cc1 | 50 | -2 | nt | 3 | -1 |
| 5 | CCOC(=O)c1snc(-c2ccc(F)cc2)c1N | 9 | 3 | 5 | 1 | 3 |
| 6 | Cc1nc(CCNS(=O)(=O)c2cccs2)cs1 | 23 | 2 | 4 | -1 | -2[fluorescence artefact?] |
| 7 | COc1cccc(C2C(C(=O)c3ccco3)=C(O)C(=O)N2CCN(C)C)c1OC (stereo not given) | 15 | 4 | 4 | 4 | -5 |

| item | NPY1 pot ag | S1P4 antagonist | S1P4 ag | NPY-Y2 PAM-ag |
| --- | --- | --- | --- | --- |
| 1 | -13 | -11 | 1.2 | -20 |
| 2 | -7 | 0 | 0.0 | -3 |
| 3 | -11 | -8 | 0.6 | 6 |
| 4 | 7 | 8 | 1.2 | -22 |
| 5 | -12 | 0 | -1.4 | -14 |
| 6 | -3 | -14 | 0.9 | 0 |
| 7 | 1 | -13 | -0.1 | 5 |

This part in full, from the first entry:
| item | Molecule | EP2 modulator | NPY Y1 blocker | EP2 antag | p97 ATPase inh | eIF4E 4G PPI |
| --- | --- | --- | --- | --- | --- | --- |
| 1 | COc1cccc(Cn2c(NCC(C)C)nc3c2c(=O)n(C)c(=O)n3C)c1 | 27 | 4 | 6 | -7 | 6 |
| 2 | CN(C)S(=O)(=O)c1cccc(NC(=O)CN2C(=O)NC(Cc3c[nH]c4ccccc34)C2=O)c1 (stereo not given) | 9 | -3 | 5 | 0 | 0 |
| 3 | Cc1ccc(S(=O)(=O)NNC2CC(=O)N(c3ccc(Br)cc3)C2=O)cc1 (stereo not given) | 6 | 1 | 1 | 0 | 0 |
| 4 | CCOC(=O)c1cnc2ccc(C)cc2c1Sc1ccc(F)cc1 | 50 | -2 | nt | 3 | -1 |
| 5 | CCOC(=O)c1snc(-c2ccc(F)cc2)c1N | 9 | 3 | 5 | 1 | 3 |
| 6 | Cc1nc(CCNS(=O)(=O)c2cccs2)cs1 | 23 | 2 | 4 | -1 | -2[fluorescence artefact?] |
| 7 | COc1cccc(C2C(C(=O)c3ccco3)=C(O)C(=O)N2CCN(C)C)c1OC (stereo not given) | 15 | 4 | 4 | 4 | -5 |
| 8 | CCN(CC)S(=O)(=O)c1ccc(N2CCCC2)c(NC(=O)c2ccncc2)c1 | -13 | nt | 17 | -8 | 2 |
| 9 | Cc1nc(Nc2nc(=O)c3ccccc3n2C)nc2c(C)cccc12 | nt | 1 | nt | 0 | nt |
| 10 | CC(=O)OCC1=C(C(=O)O)N2C(=O)C(NC(=O)C(C)Cn3nc(C)c(Cl)c3C)C2SC1 (stereo not given) | 17 | 1 | 10 | 4 | 5 |

| item | NPY1 pot ag | S1P4 antagonist | S1P4 ag | NPY-Y2 PAM-ag |
| --- | --- | --- | --- | --- |
| 1 | -13 | -11 | 1.2 | -20 |
| 2 | -7 | 0 | 0.0 | -3 |
| 3 | -11 | -8 | 0.6 | 6 |
| 4 | 7 | 8 | 1.2 | -22 |
| 5 | -12 | 0 | -1.4 | -14 |
| 6 | -3 | -14 | 0.9 | 0 |
| 7 | 1 | -13 | -0.1 | 5 |
| 8 | 9 | -22 | -0.4 | 7 |
| 9 | 4 | -21 | -0.4 | 9 |
| 10 | 15 | -36 | -0.3 | -3 |

Arranged by the number under p97 ATPase inh (highest first): some entries from above
No.	smiles	p97 ATPase inh
4	CCOC(=O)c1cnc2ccc(C)cc2c1Sc1ccc(F)cc1	3
9	Cc1nc(Nc2nc(=O)c3ccccc3n2C)nc2c(C)cccc12	0
8	CCN(CC)S(=O)(=O)c1ccc(N2CCCC2)c(NC(=O)c2ccncc2)c1	-8

(cont.)
| item | Molecule | EP2 modulator | NPY Y1 blocker | EP2 antag | p97 ATPase inh | eIF4E 4G PPI |
| --- | --- | --- | --- | --- | --- | --- |
| 11 | CN(C)CC(C)(C)CN=Cc1c(O)[nH]c2ccccc12 | -18 | nt | 15 | 4 | -3 |
| 12 | Cc1ccc(-c2cc3cccc[n+]3cc2-c2ccc(C)cc2)cc1 | -37 | 22* | 5 | -6 | -17 |
| 13 | O=C(Nc1ccc(Cl)cc1)c1ccc(-c2ccccn2)s1 | -30 | nt | 8 | -1 | 0 |
| 14 | Cc1ccc(CSc2n[nH]c(N)n2)cc1 | 14 | 9 | 8 | 2 | 0 |
| 15 | COc1ccc(-c2cc(=Nc3c(C)n(C)n(-c4ccccc4)c3=O)c3ccccc3o2)cc1 | 26 | 8 | 6 | -6 | -1 |
| 16 | Cc1ccsc1S(=O)(=O)N1CCCC(CCC(=O)NCc2ccccc2F)C1 (stereo not given) | -28 | 13 | 0 | -7 | -1 |
| 17 | CCCOc1cc(C)c(S(=O)(=O)NC2CC(C)(C)NC(C)(C)C2)cc1C | -30 | 6 | 11 | 5 | -6 |
| 18 | O=C(N/N=C1\CCCc2c1[nH]c1ccc([N+](=O)[O-])cc21)c1ccncc1 | 12 | 0 | 6 | 0 | 2 |
| 19 | CC(=O)c1cn(CC(=O)Nc2ccccc2C)c2ccccc12 | -75&-7 | -6 | 7&16 | 4 | 8[fluorescence artefact?] |
| 20 | COC(=O)c1ccccc1NC(=O)Oc1ccc(F)cc1 | 6 | 6 | 9 | -2 | 7[fluorescence artefact?] |

| item | NPY1 pot ag | S1P4 antagonist | S1P4 ag | NPY-Y2 PAM-ag |
| --- | --- | --- | --- | --- |
| 11 | 1 | 2 | 1.1 | -7 |
| 12 | -62 | -12 | 0.4 | -16 |
| 13 | 18 | -3 | 1.7 | -4 |
| 14 | 7 | -1 | 2.3 | -2 |
| 15 | -15 | -14 | 0.3 | -3 |
| 16 | 14 | -30 | 0.3 | -15 |
| 17 | -18 | 13 | -3.3 | -8 |
| 18 | -12 | -11 | 2.0 | 11 |
| 19 | 29 | -8 | 0.3 | 20 |
| 20 | 8 | -7 | -0.2 | -8 |

New compounds follow
| item | Molecule | EP2 modulator | NPY Y1 blocker | EP2 antag | p97 ATPase inh | eIF4E 4G PPI |
| --- | --- | --- | --- | --- | --- | --- |
| 21 | COC(=O)C1=C(C)NC(C)=C(C(=O)OC)C1C(=O)OCC(=O)N1c2ccccc2CC1C (stereo not given) | 10 | -6 | 8 | -1 | 2 |
| 22 | Cc1cc(C)nc(NS(=O)(=O)c2ccc(NC(=O)CN3C(=O)S/C(=C\c4ccccc4)C3=O)cc2)n1 | -57 | 0 | 8 | 9 | 1 |
| 23 | O=C(/C=C/c1ccccc1Cl)NCCc1ccccc1 | -27 | 12 | 12 | -5 | 13 |
| 24 | CS(=O)(=O)N(CC(=O)NCc1ccco1)c1ccc(Cl)cc1Cl | 12 | -1 | 6 | 4 | 0 |
| 25 | O=C(Oc1c(Cl)cc(Cl)c2cccnc12)N1CCOCC1 | 4 | 1 | 3 | 0 | -18[fluorescence artefact?] |
| 26 | Clc1ccc(C2=C3CCCCn4c(-c5ccccc5)c[n+](c43)C2)cc1 | -2 | 16 | 4 | 5 | -3[fluorescence artefact?] |
| 27 | CC1=CC(C)(C)N(S(=O)(=O)c2ccc(F)cc2)c2ccc(C)cc21 | 72* | 16 | 16 | -3 | -3 |
| 28 | O=C(COC(=O)Cc1ccsc1)NC1CCCCCC1 | 8 | -3 | 6 | 2 | -3 |

| item | NPY1 pot ag | S1P4 antagonist | S1P4 ag | NPY-Y2 PAM-ag |
| --- | --- | --- | --- | --- |
| 21 | 7 | -3 | 0.4 | -7 |
| 22 | 4 | -17 | 1.1 | 23 |
| 23 | 8 | -18 | 1.8 | 8 |
| 24 | -4 | -11 | 0.2 | 9 |
| 25 | 0 | -22 | 3.0 | -25 |
| 26 | 2 | -9 | -0.2 | -19 |
| 27 | -15 | 4 | 1.8 | -33 |
| 28 | 3 | -25 | -0.5 | 15 |

Screening data from PubChem.
